# Vif-A3G inh – blocks the Vif interaction with human APOBEC3G | 410,000 compounds, 0.076% hits | HeLa A3G-eYFP + Vif (tagged APOBEC3G with the HIV-1 protein that degrades it), YFP fluorescence, overnight | Q9HC16 | Potency, µM (highest dose often 46.1 µM), inactives show at the highest dose activity, negative = active, usual class: inhibitors;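 also: potency is read from the fitted curve at half-maximal effect; % is scaled to controls: 0 for no effect and ±100 for the full control effect; nearly all actives have a fitted effect of over 60% in size; hits raise eYFP signal because A3G escapes Vif-driven loss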
#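 HeLa cells stably expressing Vif and C-terminally eYFP-tagged A3G, seeded overnight at 37 deg C, then exposed to compound by pintool overnight at 37 deg C. Rise in yellow fluorescence (Ex 488/Em 500-530, Acumen) marks blocked Vif-driven A3G degradation.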
# D2 antag – antagonists of human D2 dopamine receptor. 340,000 compounds, 2% hits. P14416. HEK293 TREx D2 cells, calcium flux, dopamine EC80. inhibition, % at 10 µM. AID 485344; in the data active = inhibition above about 30%; also: 0% is about no effect
#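 Read-out: kinetic calcium fluorescence (1 cycle/s) in inducible HEK293 T-REx D2 cells after an EC80 dopamine addition that followed 180 s compound preincubation. Loss of the dopamine response indicates antagonism.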
# RGS4 inhibitor – inhibitors of human regulator of G protein signaling 4; 390,000 compounds, 0.039% hits; Potency, µM (doses to about 114 µM), for the others: at the top dose activity change, negative = inhibition, most hits filed as inhibitors; Transcreener GDP fluorescence polarization, RGS4-accelerated GTP hydrolysis; also: potency is read from the fitted curve at half-maximal effect; % is scaled to controls: 0 for no effect and ±100 for the full control effect; nearly all actives have a fitted effect of over 75% in size; some results filed as inactive show a strong effect at the top dose
# Target sequence (P49798 whole entry, looked up): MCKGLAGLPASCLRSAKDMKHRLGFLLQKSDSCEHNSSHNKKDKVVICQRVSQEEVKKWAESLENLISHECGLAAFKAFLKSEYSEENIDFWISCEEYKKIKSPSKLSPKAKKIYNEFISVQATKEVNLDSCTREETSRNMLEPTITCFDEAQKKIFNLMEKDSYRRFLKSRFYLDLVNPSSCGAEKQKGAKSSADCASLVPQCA
#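 MLSMR compounds (23 nl, pin-transferred) preincubated 10 min at room temperature with a 500nM (2x) first reagent, then RGS4 at 900nM (2x) plus Transcreener GDP mix added; fluorescence polarization (620/688 nm) read before and after 90 min at 30 °C.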
# GRP78 ERSR act – induces the endoplasmic reticulum stress response in human glioma cells; U87-MG GRP78 promoter luciferase reporter, 16 h; Potency, µM, for inactives: at the highest dose activation, hits mostly activators; 420,000 compounds, 0.02% hits; also: potency is read from the fitted curve at half-maximal effect; series mostly up to about 76 µM; % of control where 0% means no effect; nearly all actives have a fitted effect of over 35% in size
#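 Stably transfected U87-MG human glioma cells carrying a GRP78-based luminescent sensor were seeded at 1000 cells/well, pin-dosed with compounds and incubated 16 h. Luciferase reagent was then added, and end-point luminescence was read after 10 min at room temperature.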
# ERG-DNA inh – blocks human ERG Ets domain binding to DNA. Potency, µM (doses to about 76.9 µM), for the others: at the top dose FP activity, negative = inhibition, usual class: inhibitors. AID 624246. 370,000 compounds, 0.028% hits. P11308. fluorescence polarization, His-ERG Ets domain / labelled DNA; active = well fitted inhibition curve with a large enough effect in the polarisation, with a control signal flat; inconclusive = small, poorly fitted or top-dose-only effect, or effect the other way, or a change in a side signal; inactive = no such curve, though single readings can be large or run the other way; the % refers to the polarisation;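 also: polarization taken with two DNA probes labelled with fluorescein and Texas red; potency is read from the fitted curve at half-maximal effect; % of control where 0% means no effect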
#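 His-tagged ERG Ets domain (1 uM in the protein solution; 300mM KCl, 50mM Tris-HCl, 1mM EDTA, 1mM DTT, pH 7.5) received compound, then a probe mix of 5 nM fluorescein-DNA and 100nM Texas-615-DNA. Fluorescence polarization was read for both dyes.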
# ALOX12 inh – ALOX12 (human) lipoxygenase inhibition; P18054; purified 12hLO, xylenol orange hydroperoxide absorbance; Potency, µM (titrated, usually from 108 µM), inactives show top-dose activity change, negative = inhibition, actives largely listed as inhibitors; 580,000 compounds, 1.1% hits; AID 1671190; also: potency is read from the fitted curve at half-maximal effect; % is scaled to controls: 0 for no effect and ±100 for the full control effect
# Target sequence (P18054 whole entry, looked up): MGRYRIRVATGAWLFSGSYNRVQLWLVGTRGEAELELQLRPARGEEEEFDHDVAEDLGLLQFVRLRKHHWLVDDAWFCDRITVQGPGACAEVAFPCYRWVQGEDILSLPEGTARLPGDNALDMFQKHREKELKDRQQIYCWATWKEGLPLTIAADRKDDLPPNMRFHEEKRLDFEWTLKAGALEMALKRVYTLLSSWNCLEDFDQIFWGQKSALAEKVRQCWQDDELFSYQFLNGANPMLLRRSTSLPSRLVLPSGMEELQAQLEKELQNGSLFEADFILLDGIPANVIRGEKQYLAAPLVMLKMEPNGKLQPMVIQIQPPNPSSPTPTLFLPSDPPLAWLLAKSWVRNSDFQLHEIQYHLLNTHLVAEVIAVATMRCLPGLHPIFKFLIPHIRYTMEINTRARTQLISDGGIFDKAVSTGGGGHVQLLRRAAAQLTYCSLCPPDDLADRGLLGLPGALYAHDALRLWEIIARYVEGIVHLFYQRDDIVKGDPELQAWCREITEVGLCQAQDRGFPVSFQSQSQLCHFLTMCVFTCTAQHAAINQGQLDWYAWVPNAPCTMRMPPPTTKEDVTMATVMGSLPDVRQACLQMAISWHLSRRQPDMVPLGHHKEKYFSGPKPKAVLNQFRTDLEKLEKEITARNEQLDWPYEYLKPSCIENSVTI
#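 Purified human 12hLO at 150 nM in 25 mM Hepes, 0.01% Triton X-100, pH 7.0, preincubated 15 min at room temperature with compound. Reaction started with 40 uM arachidonic acid, 30 min at room temperature. Hydroperoxide measured by Fe-xylenol orange, 573/405 nm absorbance ratio.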
# Vif-APOBEC3F blk – Vif-A3F binding inhibition. 390,000 compounds, 0.2% hits. Potency, µM (doses to about 46.1 µM), inactives show top-dose activity, negative = active. HeLa A3F-eYFP + Vif (tagged APOBEC3F with the HIV-1 protein that degrades it), YFP fluorescence increase. AID 602313; also: potency is read from the fitted curve at half-maximal effect; % of control where 0% means no effect; nearly all actives have a fitted effect of over 65% in size
#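 Fluorescence increase (Ex 488/Em 500-530) after overnight compound treatment at 37 deg C flags inhibition of Vif-driven A3F-eYFP loss in stable HeLa A3F-eYFP/Vif cells seeded overnight beforehand.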
# LDHA inh – inhibitors of human lactate dehydrogenase A. P00338. purified LDHA, NADH/diaphorase-resazurin fluorescence; active compounds read low. activity change, % (values are at about 110 or 230 µM). 480,000 compounds, 0.15% hits. AID 1347041; in the data active = activity change below about -30%; inconclusive = mostly about -25% to -30%;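 also: plate controls were DMSO wells for no effect and wells without enzyme for full effect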
#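 Remaining NADH was detected by diaphorase (0.133 mg/mL) converting 37 µM resazurin to fluorescent resorufin, read at 0 and 20 minutes. The preceding 5-minute room-temperature reaction used 2 nM LDHA, 0.2 mM sodium pyruvate and 0.06 mM NADH at pH 7.4.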
# D2 ag – activates the human D2 dopamine receptor | P14416 | HEK293 T-REx D2 cells, calcium flux agonist mode | activation, % at 2 µM | 340,000 compounds, 0.53% hits | AID 485358;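 active = activation over 3 SD above normal in the single-dose calcium agonist read, cut at about 30% in these data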; also: 0% is about no effect
#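 Tetracycline-induced HEK293 T-REx cells with force-coupled D2 receptor, plated overnight at 30 C, loaded with no-wash calcium dye. After a 10 s baseline, compound was pin-added and calcium flux read kinetically for 180 s; calcium rises flagged agonists.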
# An asterisk follows results filed as active; ? = inconclusive; . = not tested or not shown; [ ] = another dose, or the depositor's remark. Unless noted, calls follow the shape of the dose curve; as a rule, active = well fitted curve in the direction sought with a large enough effect; inconclusive = small, poorly fitted or top-dose-only effect, or another doubt; inactive = no such curve, though single readings can be large; an effect the other way counts as inactive or inconclusive.
Compound,Vif-A3G inh,D2 antag,RGS4 inhibitor,GRP78 ERSR act,ERG-DNA inh,ALOX12 inh,Vif-APOBEC3F blk,LDHA inh,D2 ag
CCN(CC(=O)Nc1ccc(OC)cc1)C(=O)c1ccc2c(c1)NC(=O)C(C)S2 (stereo not drawn),-2%,18,-41%,1%,-7%,?,-13%,2,-2.1
CN(C)c1ccc(CN(C(=O)COc2ccc(F)cc2)C2CCS(=O)(=O)C2)cc1 (stereo not drawn),1%,.,13%,-7%,2%,26%,7%,19,.
Cc1ccc(S(=O)(=O)N2CCCCC2)cc1NC(=O)Cc1c[nH]c2ccccc12,0%,-7,-1%,-5%,7%,-14%,-11%,-6,0.3
NC(=O)CCS(=O)(=O)c1ccc(Cl)cc1,1%,-7,24%,0%,6%,-1%,6%,-12,0.1
Cc1nc(SCC(=O)N2CCNC2=O)c(C#N)c(C)c1C,4%,.,.,-3%,.,8%,-1%,-2,.
CC(=O)Nc1cccc(S(=O)(=O)N2CCCCCC2)c1,0%,-4,-13%,-3%,-5%,-36%,.,-4,-0.8
CC(=O)c1cccc(NC(=O)COC(=O)C2CCCN2C(=O)c2cccs2)c1 (stereo not drawn),0%,.,-22%,-2%,-5%,-4%,4%,-8,.
COc1ccc(CC(=O)OCC(=O)NC(=O)NC(C)C)cc1,0%,-5,-12%,-2%,-3%,-9%,-4%,-2,0.5
CCc1ccc(CNC(=O)c2sc3ncccc3c2-n2c(C)ccc2C)cc1,-2%,.,-1%,1%,-8%,-24%,3%,6,6.6
Cc1ccc(NC(=S)NN2CCOCC2)c(C)c1,1%,12,7%,0%,-1%,?,-5%,-7,0.1
CC(C)(C)OC(=O)Nc1ncnc2c1ncn2C1OC(CO)C2OC(C)(C)OC21 (stereo not drawn),0%,1,24%,-2%,6%,-2%,1%,-10,-1.4
Cc1cc(NC(=S)N(Cc2ccc(Cl)cc2)Cc2ccc(C(=O)O)cc2)ccc1Cl,-3%,5,-42%,0%,3%,40µM*,2%,0,-0.4
CCSc1nnc(NC(=O)CSc2nnc(CNC(=O)c3ccccc3F)o2)s1,-3%,-9,-10%,-8%,-6%,-20%,3%,4,-0.4
C/C(=N\NC(=O)C(N)=O)c1ccc2c(c1)OCCO2,1%,2,-1%,-4%,-6%,0%,4%,-1,-0.6
O=C(c1ccc(F)cc1)n1nc(-c2ccccc2)nc1NCc1ccco1,-2%,.,-12%,1%,-3%,?,-1%,1,0.5
O=C(NCCC1=CCCCC1)c1cc2ccccc2oc1=O,-8%,.,33%,-1%,2%,1%,6%,-7,.
O=C1CCCCC1Sc1nnc(Nc2ccccc2)s1 (stereo not drawn),-7%,9,-17%,9%,2%,0%,13%,-9,-0.4
COc1cc(C(=O)N(Cc2ccc(C)o2)C2CCS(=O)(=O)C2)cc(OC)c1OC (stereo not drawn),1%,-7,-5%,-2%,1%,0%,1%,-2,0.7
O=C(NCCc1c[nH]c2ccccc12)C(=O)Nc1cc2c3c(c1)CC(=O)N3CCC2,-4%,11,-14%,0%,7%,?,7%,-2,-0.4
O=C(C(NS(=O)(=O)c1cccc2nsnc12)c1ccccc1)N1CCN(c2ccccn2)CC1 (stereo not drawn),-2%,-7,-4%,-7%,-2%,0%,.,3,18
O=S(=O)(c1cccc2cccnc12)N1CCN(c2ccccn2)CC1,-5%,-18,-42%,-3%,5%,?,6%,-11,0.6
Cc1cc(NC(=O)c2cccc(Br)c2)no1,1%,.,15%,-7%,-1%,13%,0%,-6,.
Cc1cc(NC(=O)c2cccc(COc3ccc(Br)cc3)c2)no1,-3%,-1,-3%,-12%,2%,-10%,2%,-7,-0.6
COc1ccc(NS(=O)(=O)c2ccc(C)c(C(=O)N3CCC3)c2)cc1,-4%,49*,0%,0%,3%,-10%,13%,0,73*
N#C/C(=N\Nc1ccc(S(=O)(=O)N2CCCCCC2)cc1)C(N)=S,4%,18,?,3%,-9%,?,-2%,-8,0.1
CN(CCc1cnn(C)c1)Cc1cn[nH]c1-c1ccc(-c2ccccc2)cc1,0%,18,14%,9%,-2%,.,0%,-3,0.5
COc1ccc(OC)c(NC(=O)C(CC(C)C)NC(=O)C2CCCCC2)c1 (stereo not drawn),-5%,-11,14%,-3%,0%,-7%,5%,1,-0.1
CC(C)N1CCCC(C)(C(=O)Nc2ccc3c(c2)OCO3)C1 (stereo not drawn),-1%,.,.,1%,.,1%,.,-8,.
Cc1cc(C)c(C#N)c(SCC(=O)Nc2cccc(S(=O)(=O)N3CCCC3)c2)n1,-6%,-4,-19%,-4%,-1%,8%,7%,-3,-0.5
CN(Cc1ccccc1F)C(=O)c1ccc(NS(=O)(=O)c2ccc3[nH]c(=O)[nH]c3c2)cc1,1%,-2,-10%,0%,.,-5%,-1%,2,0.0
COc1cccc2sc(N3CCN(C(=O)c4cccs4)CC3)nc12,0%,-4,?,-1%,11%,-26%,-12%,0,0.2
CC(C)C(c1nnnn1C1CCCCC1)N1CCN(C(=O)c2ccco2)CC1 (stereo not drawn),-5%,3,-4%,-4%,3%,-4%,19%,-6,6.2
O=C(NNC(=O)c1cc(Cl)ccc1O)c1ccc(NS(=O)(=O)c2cccs2)cc1,-11%,-15,-29%,2%,3%,-27%,9%,-1,0.4
Cc1ccc(C(=O)NCCCNC(=O)c2cccnc2)cc1,0%,-23,12%,-1%,4%,-22%,13%,-1,-1.5
Cc1ccc(NC(=O)CSc2ccc(-c3ccc(-n4cccn4)cc3)nn2)c(C)c1,1%,1,-2%,-1%,6%,6%,-23%,-3,-0.2
Cn1nnnc1SCCNCc1ccccc1OCc1ccc(Cl)cc1,2%,2,-11%,-1%,5%,-6%,-1%,-6,-0.7
COc1ccc(C(C)=O)cc1COC(=O)CCC(=O)c1cccs1,-1%,.,-30%,13%,-4%,191%[activator],-4%,-6,.
N#Cc1nc(-c2cccs2)oc1NCCCN1CCOCC1,1%,5,2%,0%,.,4%[57.4 µM],0%,-9,1.1
COc1ccc(/C=N/n2cnnc2)cc1Cn1nc(C)c([N+](=O)[O-])c1C,-1%,0,-2%,-6%,8%,-7%,-3%,-1,-0.3
Cc1ccc(-c2nc3ccc(Br)cn3c2Cc2ccccc2)cc1,-25%,.,.,-1%,.,?,.,2,.
COc1ccc(CNC(=O)CN(Cc2ccc(OC)cc2)C(=O)CCC(=O)Nc2ccccn2)cc1,-6%,-7,-3%,-4%,4%,-5%,1%,-7,-0.6
COc1ccc(Br)cc1CN(C)CC(=O)NCCc1ccccc1,1%,-40,4%,-2%,7%,?,6%,-11,0.6
Cc1ccc(NC(=O)CNCc2ccccc2)cc1Br,-15%,-16,5%,6%,16%,-6%,2%,-18,0.8
Cc1ccc(S(=O)(=O)Nc2ccccc2/C=N/c2nc3ccccc3n2C)cc1,-5%,-15,-20%,-6%,-3%,.,-1%,1,-0.5
CC(=O)c1ccc(NC(=O)CN2C(=O)NC3(CCc4ccccc43)C2=O)cc1 (stereo not drawn),1%,.,3%,3%,2%,?,-9%,-7,.
O=C(COC(=O)c1cccs1)Nc1nc(-c2ccccc2)cs1,-2%,-7,-10%,3%,10%,-22%,-25%,-3,0.6
CCCOc1ccc(CNC(=O)c2ccc(C)c(-n3c(C)nc4cccnc43)c2)cc1,-1%,.,20%,-1%,-1%,-13%,-7%,-4,-1.3
C#CCOC(=O)CN1C(=O)c2cccc3cccc(c23)C1=O,-2%,-5,-2%,2%,-3%,17%,10%,-9,1.0
COCc1nnc(NC(=O)c2ccc(S(=O)(=O)N3CCCc4ccccc43)cc2)o1,-27%,-10,-6%,-1%,-9%,-14%,0%,-1,-0.4
O=C(c1ccc([N+](=O)[O-])cc1)N1CCN(c2ncccn2)CC1,2%,.,5%,-5%,-3%,?,6%,-8,.

# (more compounds)
Compound,Vif-A3G inh,D2 antag,RGS4 inhibitor,GRP78 ERSR act,ERG-DNA inh,ALOX12 inh,Vif-APOBEC3F blk,LDHA inh,D2 ag
Cc1cc(Cl)ccc1C(=O)C1CCCN(C(=O)c2cncs2)C1 (stereo not drawn),1%,.,-36%[56.9 µM],0%,-1%,13%,2%,-4,.
N#Cc1c2n(c3c(=O)n(Cc4ccccc4)cnc13)CCCC2,-7%,8,13%,-4%,-3%,4%,-7%,-5,-0.4
COc1cc(C(=O)Nc2c(C)cc(C)cc2C)c([N+](=O)[O-])cc1OC,-5%,0,0%,-3%,.,4%,2%,-1,-0.1
CC(Oc1cccc(Br)c1)C(=O)N1CCCN(C)CC1 (stereo not drawn),0%,-14,10%,-1%,10%,?,-6%,-4,0.1
C=CCNC(=O)c1ccccc1NC(=O)c1ccc(Cl)c(S(=O)(=O)Nc2cccc(C)c2C)c1,2%,-17,1%,0%,7%,-27%,1%,-2,-0.4
CCOC(=O)C1=C(C)N(c2ccc(OCC)cc2)C(=O)/C1=C\c1ccco1,-18%,1,?,-1%,18%,?,?,8,-0.3

# Not all compounds are listed, so the mix of outcomes need not match the whole.
